Tau ThT inhib: qHTS for Inhibitors of Tau Fibril Formation, Thioflavin T Binding; recombinant tau K18 P301L (four-repeat tau fragment), heparin-induced fibrillization, ThT fluorescence; 270,000 tested, 2.1% active; Microtubule-associated protein tau (Homo sapiens), P10636; Potency, µM (series often up to 57.4 µM), without a hit: at the top dose activity, negative = inhibition, usual class: inhibitors; also: % is scaled to controls: 0 for no effect and ±100 for the full control effect; nearly all actives have a fitted effect of over 55% in size
Target sequence (P10636 561-689 P618L limits assumed): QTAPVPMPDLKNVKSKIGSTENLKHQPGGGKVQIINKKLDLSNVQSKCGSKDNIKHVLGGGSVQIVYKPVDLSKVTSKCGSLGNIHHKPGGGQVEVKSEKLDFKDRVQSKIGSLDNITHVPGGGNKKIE
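Aggregation was driven by heparin (20 uM final) acting on recombinant tau […] bearing P301L in 100 mM sodium acetate pH 7; fibrils were detected with Thioflavin T.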
SMN2 splice enh: qHTS Assay for Enhancers of SMN2 Splice Variant Expression | 210,000 tested, 2.8% active | HEK293 SMN2-luciferase splicing reporter, luminescence, 30-36 h | AID 1458, 2008 | Potency, µM (top dose mostly 46.1 µM), without a hit: at the top dose activity change, positive = activation, hits mostly activators; also: % of control where 0% means no effect; nearly all actives have a fitted effect of over 55% in size
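HEK293 cells carry an SMN2 […]–luciferase reporter in which exon 7 inclusion puts luciferase in frame. Cells were plated 10-12 h before compound addition, then incubated 30-36 h at 37C. ONE-Glo luminescence was read; sodium butyrate at 4.5 mM final served as control.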
Lamin A splicing: qHTS Assay for Modulators of Lamin A Splicing; HeLa LMNA splicing GFP/RFP minigene ratio, 48 h; Potency, µM (titrated, usually from 46.1 µM), without a hit: at the top dose ratio change, negative = inhibition, hits mostly inhibitors; 200,000 tested, 0.01% active; active = well fitted inhibition curve with a large enough effect in the signal ratio, with a control signal flat, not every such curve was filed as active; inconclusive = small, poorly fitted or top-dose-only effect, or effect the other way, or a change in a side signal; the % refers to the signal ratio; also: % is scaled to controls: 0 for no effect and ±100 for the full control effect
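Read-out is the ratio of GFP to DsRed2 object intensity, acquired by 488 nm laser-scanning cytometry on HeLa lamin A-EGFP minigene reporter cells. Compound incubation 48 hrs at 37 °C in Opti-MEM with 2% FBS; DMSO 0.5% final.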
KDM4E inh: qHTS Assay for Inhibitors of Human Jumonji Domain Containing 2E (JMJD2E). AID 2147, 2009. JMJD2E catalytic domain, FDH-coupled NADH fluorescence (FDH is formaldehyde dehydrogenase). 230,000 tested, 1.6% active. Lysine-specific demethylase 4E (Homo sapiens), B2RXH2. Potency, µM (highest dose often 57.1 µM), for the others: top-dose activity change, negative = inhibition, most hits filed as inhibitors; active = well fitted inhibition curve with a large enough effect, not every such curve was filed as active; inconclusive = small, poorly fitted or top-dose-only effect, or another doubt; inactive = no such curve, though single readings can be large or run the other way;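 also: 0% = wells with enzyme and -100% = buffer wells without enzyme; nearly all actives have a fitted effect of over 50% in size; many of its hits are not listed in these tables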
RECQ1 helicase: qHTS Assay for Inhibitors of RecQ-Like Dna Helicase 1 (RECQ1). ATP-dependent DNA helicase Q1 (Homo sapiens), P46063. RECQ1 DNA unwinding, red fluorescence kinetic read. Potency, µM (doses to about 57.3 µM), inactives show at the top dose activity, negative = inhibition, actives largely listed as inhibitors. 240,000 tested, 0.54% active. AID 2549, 2010;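 also: plate controls were vehicle for no effect and no enzyme for full effect; nearly all actives have a fitted effect of over 30% in size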
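50 nM RECQ1T1 preincubated 15 min with compound in Tris pH 8.0 buffer with MgCl2, DTT, Tween-20 and 2.5 ug/ml poly(dI-dC); started with 200 nM TAMRA/BHQ-2 forked duplex and 2 mM ATP. Unwinding read as fluorescence (525/598 nm), two reads 2 h apart.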
L3MBTL1 inh: qHTS Assay for the Inhibitors of L3MBTL1. Potency, µM (highest dose often 57.1 µM), for inactives: at the top dose activity, negative = inhibition, actives largely listed as inhibitors. AID 485360, 2010. AlphaScreen L3MBTL1–H3K9me1 peptide binding. 230,000 tested, 0.66% active. Lethal(3)malignant brain tumor-like protein 1 (Homo sapiens), Q9Y468; also: % is scaled to controls: 0 for no effect and ±100 for the full control effect; nearly all actives have a fitted effect of over 60% in size
Target sequence (Q9Y468 whole entry, looked up): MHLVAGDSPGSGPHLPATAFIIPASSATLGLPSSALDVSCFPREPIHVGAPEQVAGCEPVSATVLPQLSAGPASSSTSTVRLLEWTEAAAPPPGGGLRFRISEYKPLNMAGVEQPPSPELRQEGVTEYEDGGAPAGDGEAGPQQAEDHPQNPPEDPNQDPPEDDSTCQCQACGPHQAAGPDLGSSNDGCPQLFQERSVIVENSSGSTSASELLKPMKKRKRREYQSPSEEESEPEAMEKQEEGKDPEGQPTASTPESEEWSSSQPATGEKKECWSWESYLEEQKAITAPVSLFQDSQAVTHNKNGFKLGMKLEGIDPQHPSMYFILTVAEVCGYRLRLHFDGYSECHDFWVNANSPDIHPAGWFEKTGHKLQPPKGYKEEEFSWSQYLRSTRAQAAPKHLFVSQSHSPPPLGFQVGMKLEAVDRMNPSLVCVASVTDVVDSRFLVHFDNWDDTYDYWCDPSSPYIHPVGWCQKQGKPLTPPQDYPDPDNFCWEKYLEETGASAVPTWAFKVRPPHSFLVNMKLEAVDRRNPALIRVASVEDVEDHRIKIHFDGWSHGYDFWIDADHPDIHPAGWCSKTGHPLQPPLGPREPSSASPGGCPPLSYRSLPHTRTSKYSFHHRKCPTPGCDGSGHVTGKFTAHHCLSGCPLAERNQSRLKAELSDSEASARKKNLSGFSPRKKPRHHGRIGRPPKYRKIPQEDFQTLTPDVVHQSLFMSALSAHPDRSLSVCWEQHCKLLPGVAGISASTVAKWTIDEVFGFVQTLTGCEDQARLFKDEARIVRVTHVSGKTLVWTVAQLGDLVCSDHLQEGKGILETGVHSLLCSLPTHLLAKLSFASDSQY
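AlphaScreen proximity signal between nickel-chelate acceptor and streptavidin donor beads (final 10 ug/mL) reports binding of 50 nM L3MBTL1 to 75 nM biotin-H3 K9me1 peptide; complex incubated with compounds 30 min at room temperature; cefsulodin titration as control.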
ALDH1A1 inh: qHTS Assay for Inhibitors of Aldehyde Dehydrogenase 1 (ALDH1A1); Aldehyde dehydrogenase 1A1 (Homo sapiens), P00352; Purified ALDH1A1, NADH fluorescence, propionaldehyde substrate; Potency, µM (highest dose often 75.3 µM), for the others: top-dose activity, negative = inhibition, actives largely listed as inhibitors; 220,000 tested, 7.3% active; AID 1030, 2008; active = well fitted inhibition curve with a large enough effect, not every such curve was filed as active; inconclusive = small, poorly fitted or top-dose-only effect, or another doubt; inactive = no such curve, though single readings can be large or run the other way;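 also: plate controls were no enzyme wells and a reference inhibitor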
Luc counter: Counterscreen for Luciferase (Kinase-Glo TM) Inhibition; Luciferin 4-monooxygenase (Photuris pensylvanica), Q27757; Kinase-Glo luciferase, ATP luminescence, 8 min; Potency, µM (doses to about 38.3 µM), for the others: top-dose activity change, negative = inhibition, usual class: inhibitors; 200,000 tested, 0.28% active; AID 1379, 2008; also: % is scaled to controls: 0 for no effect and ±100 for the full control effect; nearly all actives have a fitted effect of over 60% in size
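Compound is pinned into ATP-containing buffer (10 uM ATP, imidazole pH 7.2, 7 mM MgCl2). Kinase-Glo luciferase reagent is then added. Light output is recorded following an 8-min room-temperature incubation.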
* = called active by the depositor; i = inactive; ? = inconclusive; · = no result given; [ ] = dose if it differs, or a comment. Unless noted, calls follow the shape of the dose curve; as a rule, active = well fitted curve in the direction sought with a large enough effect; inconclusive = small, poorly fitted or top-dose-only effect, or another doubt; inactive = no such curve, though single readings can be large; an effect the other way counts as inactive or inconclusive. Potency is read from the fitted curve at half-maximal effect.

SMILES	Tau ThT inhib	SMN2 splice enh	Lamin A splicing	KDM4E inh	RECQ1 helicase	L3MBTL1 inh	ALDH1A1 inh	Luc counter
Cc1nn(Cc2ccccc2)c(C)c1NC(=O)CCCn1nc([N+](=O)[O-])cc1C	-6%	-4%	4%[46 µM]	-4%	-9%	6%	-1%	-1%
COc1ccccc1C(=O)Nc1ccc(C(=O)N2CCCC2)cc1	-9%	?	-12%	11%	-10%	·	-5%	-19%
CC(C)NC(=O)c1cc(-c2ccc(Br)cc2)on1	-8%	20µM*	10%	8%	i	5%	?	-4%
Cc1ccc(Nc2cc(-n3nc(C)cc3C)ncn2)c(C)c1	-15%	-21%	19%	-15%	i	-15%	?	2%
O=C(Nc1ccc(C(F)(F)F)cc1Cl)c1ccc(Cn2cc(Br)cn2)o1	-10%	-16%	?	-7%	-12%	·	-11%	-3%
CCOC(=O)c1ccc(N2C(=O)C(CC(=O)NC)N(CCc3ccc(OC)c(OC)c3)C2=S)cc1 (configuration not stated)	?	-8%	?	-2%	3%	-2%	?	1%
CCc1ccc(NC(=O)CSc2nc(NS(=O)(=O)c3ccccc3)cc(=O)[nH]2)cc1	-14%	-15%	·	?	13µM*	?	-6%	-2%
COc1ccc(C(=O)N2C(=O)c3ccc(N)cc3C2=O)cc1	-12%	29%	·	?	0%	21%	?	-1%
O=C(c1ccco1)N1CCN(C(=O)C2CCCN(S(=O)(=O)c3cccc4nsnc34)C2)CC1 (configuration not stated)	-9%	0%	3%	-7%	-12%	·	-9%	-2%
Cc1cc(C)n(S(=O)(=O)c2cc(C(=O)O)c(Cl)cc2Cl)n1	1%	11%	3%	7%	3%	13%	2%	1%
O=C(N/C(=C/C=C/c1ccccc1)C(=O)N1CCOCC1)c1ccccc1Cl	2%	8%	·	-7%	-17%	6%	-3%	-1%
CCC(CC)=NNC(=O)c1ccccc1OCc1ccc(F)cc1	-3%	-12%	?	27%	0%	6%	?	-1%
Cc1ccc(S(=O)(=O)Oc2ccc(/C=C3/N=C(c4ccccc4)OC3=O)cc2)cc1	-9%	-4%	7%	3%	i	7%	8.9µM*	3%
COc1ccc(C2C(=O)N(C3CCCCC3)CC(=O)N2Cc2ccco2)cc1 (configuration not stated)	-14%	-14%	21%	-1%	-8%	-3%	?	-3%
CCOC(=O)C1(CC2CC2)CCN(S(=O)(=O)/C=C/c2ccccc2)CC1	-17%	·	-4%[46 µM]	-6%	?	26%	?	0%
Cc1nn2c(N3CCN(C)CC3)cc(C(C)(C)C)nc2c1-c1ccccc1	-12%	·	·	?	i	13%	-1%	·
O=C(Nc1ccc(F)cc1)C1C2CCC3C(CCC21)C3(Cl)Cl (configuration not stated)	1%	·	·	-1%	-12%	8%	·	·
Cc1ccc(-c2nc3cnccn3c2Nc2ccc3c(c2)OCO3)o1	-18%	20%	-9%	-11%	0%	-8%	14µM*	2%
CC(=O)N1N=C(c2ccc(Cl)cc2)CC1c1ccco1 (configuration not stated)	-4%	·	·	3%	-15%	-2%	·	·
Cc1cc2oc(=O)cc(Cn3ncc(Cl)c(Cl)c3=O)c2cc1Cl	?	·	·	-11%	-6%	0%	0.079µM*	2%
CCc1ccccc1NC(=O)COc1ccc2c(c1)OCO2	?	1%	-4%[46 µM]	0%	-1%	-9%	-10%	0%
Cc1cc(C)n(C(=O)c2ccc(C)c(S(=O)(=O)N3CCCCC3)c2)n1	-14%	-21%	8%	-1%	-6%	·	?	8%
C=CCNC(=O)NS(=O)(=O)c1ccc(C)cc1	-1%	-14%	-2%	6%	-5%	3%	1%	-7%
COc1cc([C@@H]2c3cc4c(cc3C(OC3OC5COC(C)OC5C(O)C3O)C3COC(=O)[C@@H]32)OCO4)cc(OC)c1O (some centres not stated)	-6%	·	·	7%	-7%	·	4%	2%

Quoted from the listing.
ALDH1A1 inh, Cc1nn2c(N3CCN(C)CC3)cc(C(C)(C)C)nc2c1-c1ccccc1 : -1%
SMN2 splice enh, Cc1ccc(-c2nc3cnccn3c2Nc2ccc3c(c2)OCO3)o1 : 20%

(list continues)
SMILES	Tau ThT inhib	SMN2 splice enh	Lamin A splicing	KDM4E inh	RECQ1 helicase	L3MBTL1 inh	ALDH1A1 inh	Luc counter
O=c1c2ccccc2nc2n1CC/C2=C/N1CCN(c2cccc(C(F)(F)F)c2)CC1	?	·	-4%	2%	-3%	-9%	4µM*	·
COc1ccc2nc(N/C(N)=N/C(=S)Nc3ccccc3)nc(C)c2c1	14%	-63%[inhibitor]	·	?	-6%	·	-14%	10%
O=C(Nn1c(C2CCCCC2)nc2ccccc2c1=O)c1ccc(Cl)c([N+](=O)[O-])c1	?	-41%[inhibitor]	-1%	-10%	0%	4%	-4%	2%
CCOC(=O)N1CCN(C(=O)CSCC(=O)Nc2nc(-c3ccccc3)cs2)CC1	?	10%	-16%	-1%	-1%	-15%	0%	1%
NC(C(=O)O)c1cccc(O)c1 (configuration not stated)	10%	-10%	·	·	i	·	20%	·
CN(C)c1ccc(C(=O)OCC(=O)c2cccs2)cc1	?	6.3µM*	10%	13%	-15%	7%	8%	0%
Cc1ccc(C)n1NC(=O)c1ccc(O)cc1	?	1%	8%	13%	9%	·	?	1%
O=C(CSc1ccccc1)Nc1ccc(N2CCN(c3ccccc3)CC2)c(F)c1	?	-1%	6%	2%	6%	6%	-1%	-9%
Cc1nn(C(C)C(=O)NCc2ccccc2)c(C)c1[N+](=O)[O-] (configuration not stated)	4%	-8%	-4%	1%	5%	7%	5%	-4%
CNC(=O)[C@H](C)[C@H]1C[C@]1(C)[C@H](NC(=O)OCc1ccccc1)c1ccccc1	-11%	-4%	·	1%	-7%	·	7.9µM*	-2%
CCOC(=O)C1CCN(C(=O)c2sccc2Cl)CC1	-3%	·	·	2%	i	7%	·	·
N#Cc1ccccc1Cn1c(=O)n(-c2ccc(CC(=O)NCc3ccco3)cc2)c(=O)c2sccc21	-11%	-3%	4%	0%	-13%	-12%	2%	2%
CSCC[C@H](NC(=O)CCn1nnc2ccccc2c1=O)C(=O)O	4%	-11%	13%	0%	-8%	4%	7%	1%
CCOC(=O)c1ccc(CSc2ncn[nH]2)o1	-3%	-4%	16%	-17%	-1%	·	?	2%
CC(=O)c1cnc2cc(-c3ccc(Cl)cc3)nn2c1C	-14%	·	1%	?	-11%	·	-9%	-2%
CC(C)N(C(=O)c1ccccc1-c1ccccc1)C(C)C	-10%	-3%	-23%	-3%	-14%	·	0%	-4%
O=C(NCc1cccnc1)C1CCN(C(=O)c2ccc(Cl)cc2Cl)CC1	-1%	-24%	-7%	2%	-20%	-4%[11.4 µM]	-3%	-1%
CCN(CC(=O)NCc1ccc(Cl)cc1)S(=O)(=O)c1ccc(NC(C)=O)cc1	-7%	-3%	0%[46 µM]	5%	-1%	6%	-1%	-3%
Cc1ccccc1N1CCN(C(=O)C2CCCCC2)CC1	-6%	1%	-10%	-5%	i	·	-9%	0%
Cc1cc(=O)oc2c1ccc1oc(/C(=N/O)c3ccccc3)c(C)c12	-15%	·	?	-8%	-4%	-5%	?	-1%
COc1ccc(C2CC(c3cccs3)=NN2C(=O)c2ccc(Br)o2)cc1 (configuration not stated)	-8%	8%	?	?	i	-3%	?	3%
COc1ccc(-c2cc3ccccc3n2CC(O)CN2CCC(C)CC2)cc1 (configuration not stated)	-19%	13%	·	?	-9%	·	?	3%
O=C(CCCCCn1c(=S)[nH]c2ccc(N3CCOCC3)cc2c1=O)NCc1ccccc1Cl	11%	-12%	·	?	i	4%	-10%	0%
CCCCN(C(=O)COc1ccc(NC(C)=O)cc1)C1CCS(=O)(=O)C1 (configuration not stated)	-1%	2%	-6%[46 µM]	-11%	i	-1%	1%	0%
CS(=O)(=O)Nc1cccc(-c2nc(N3CCNCC3)c3ccccc3n2)c1	-2%	-5%	-9%	-13%	13%	·	-2%	-1%
O=C(O)c1cccnc1SCC(=O)C12CC3CC(CC(C3)C1)C2	-11%	·	·	-1%	-2%	3%	·	·
Cc1n[nH]c(C)c1CCCCOc1ccccc1	-10%	-16%	-3%[9.22 µM]	-7%	-14%	4%	14%	1%
CCCCCCOc1ccc(N2C(=O)CC(SC(=NCC)NCC)C2=O)cc1 (configuration not stated)	-1%	15%	·	-8%	-7%	·	-3%	2%
COc1ccc(C)cc1NC(=O)c1nn(C)cc1Br	-12%	·	·	-10%	-1%	-1%	·	·
O=C(CNC(=O)c1ccco1)OCc1cccc(Cl)c1	-10%	-5%	3%	?	1%	2%	-14%	-4%
Cc1cccc(-c2noc(CCC(=O)NCC3CCCO3)n2)c1 (configuration not stated)	-3%	?	2%	0%	i	·	1%	-5%
CC1CCCC(C)N1C(=O)CSc1nnc(COc2cccc3cccnc23)o1 (configuration not stated)	1%	·	·	?	-6%	13%	6%	2%
Cc1cc(NC(=O)/C=C/c2ccccc2Cl)no1	-2%	?	-7%	1%	-3%	12%	5%	-1%
NCCc1nnc(SCc2ccccc2F)o1	0%	-2%	-3%	3%	-5%	3%	-1%	-1%
Cc1ccccc1NC(=O)Cc1ccccc1	-10%	11%	-3%	3%	-2%	10%	9%	0%
CC(C)(C)NC(=O)CSc1ncnc2c1nnn2Cc1ccccc1Cl	?	-10%	?	-6%	-2%	-4%	?	-4%

Bioassay records (PubChem)

Only part of the results is shown (hit frequency here may not be typical).
